Bioassay records from PubChem.
ERp5 block: inhibitors of ERp5-driven insulin aggregation, primary screen, biochemical, turbidity, absorbance 650 nm, single point. Protein disulfide-isomerase A6 (Homo sapiens), Q15084. 90 min. inhibition, % at 9.99 µM. 0.05% of 350,000 active. AID 651711, 2012;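 active = mean replicate inhibition above about 25%, with every replicate also reaching it, limit read from the data, passing the limit was not always enough; inconclusive = only one of those two criteria met; inactive = neither criterion met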
Target sequence (Q15084 whole entry, looked up): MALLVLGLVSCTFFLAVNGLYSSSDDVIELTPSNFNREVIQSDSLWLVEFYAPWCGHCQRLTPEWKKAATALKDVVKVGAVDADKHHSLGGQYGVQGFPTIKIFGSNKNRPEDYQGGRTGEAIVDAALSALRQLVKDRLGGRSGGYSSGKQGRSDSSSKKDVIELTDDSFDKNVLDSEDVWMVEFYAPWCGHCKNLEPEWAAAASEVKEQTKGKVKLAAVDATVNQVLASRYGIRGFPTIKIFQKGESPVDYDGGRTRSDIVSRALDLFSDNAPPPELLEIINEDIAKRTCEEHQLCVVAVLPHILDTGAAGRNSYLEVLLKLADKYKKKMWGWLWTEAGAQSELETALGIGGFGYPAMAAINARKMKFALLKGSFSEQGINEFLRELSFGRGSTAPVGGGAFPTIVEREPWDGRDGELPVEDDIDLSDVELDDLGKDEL
CFTR F508del cor: F508del CFTR correction, initial screen, CFBE line, single point. CFBE cells, YFP halide quenching; stimulated with forskolin plus potentiator P3; % fluorescence drop versus neutral controls. activity (quench increase), % at 7.58 µM. AID 720511, 2013. 0.36% of 350,000 active;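 active = mean added fluorescence quench of at least 8% versus neutral control, with both replicates also reaching 8%; inconclusive = only one of the mean or replicate conditions met; inactive = mean below 8% and not both replicates reaching 8%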;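 note: cells transiently co-express mutant CFTR-F508del with the halide-sensitive YFP; corrector assay measuring rescue of mutant channel to the surface after 24 h compound exposure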
PAX8 reporter: inhibitors of PAX8-driven TPO luciferase reporter, primary screen, RMG-I cells, single concentration; SteadyGlo, 24 h; inhibition, % at 12.6 µM; 1.2% of 360,000 active; AID 652154, 2013;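 active = mean replicate inhibition at least 60% with every replicate also reaching 60%; inconclusive = only one of the two criteria is met; inactive = mean below 60% and not all replicates reaching 60%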;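 note: luciferase light reporting Pax8 driven TPO promoter activity; plate controls were median of neutral control wells for no effect and mitoxantrone controls for full effect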
ARNT-TACC3 inh: disruptors of ARNT/TACC3 protein interaction, primary screen, biochemical, AlphaScreen, single concentration; AlphaScreen His-ARNT PAS-B/GST-TACC3 binding, luminescence; TACC3 fragment carries E629A point mutation; 0.66% of 390,000 active; AID 623870, 2012; inhibition, % at 9.99 µM; Transforming acidic coiled-coil-containing protein 3 (Homo sapiens), Q9Y6A5;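 active = mean inhibition of replicates at least 50% and at least half of replicates each reaching 50%; inconclusive = half or more replicates reach 50% but mean below 50%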;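 note: 0% = complete ARNT plus TACC3 wells and 100% = ARNT alone without TACC3; many hits fall short of the cut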
GSIS activator: GLuc luminescence reporter in INS-1E cells, primary screen for activators of glucose-dependent secretion of insulin; 0.61% of 370,000 active; activation, % at 16.6 µM; INS-1E GLuc reporter insulin secretion, 2-3 h;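 active = lowest replicate activation of at least 40%, so every replicate reaches that level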;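 note: 0% = median of neutral control wells and 100% = median of IBMX positive control wells; some compounds called inactive have numbers as strong as hits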
DENV2 CPE: inhibitors of DENV2 cytopathic effect, primary screen, cell-based, plate reader, single concentration. DENV2-infected cells, cytopathic effect rescue. CPE inhibition, % at 9.99 µM. 1.7% of 350,000 active; in the data active = CPE inhibition above about 20%, passing the limit was not always enough; inconclusive = no clear call, values can overlap the other calls; tested in BHK-21 cells;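 note: 0% = median of neutral control wells and 100% = median of positive control wells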
EWS-Fli inh: EWS/Fli-driven NR0B1 reporter inhibitors, primary screen, A673 cells, NR0B1 luciferase, luminescence, MLPCN library; 0.67% of 350,000 active; viability-normalised; inhibition, % at 12.6 µM; AID 651661, 2012;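 active = mean inhibition of at least 50% after viability correction, with every replicate also passing that limit; inconclusive = mean reaches 50% but only one of two replicates passes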;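 note: firefly luciferase signal divided by Alamar Blue viability fluorescence both relative to DMSO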
Xi reactivation: activators of inactive X chromosome reactivation, primary screen, imaging, XiGFP fibroblasts, GFP high-content imaging, set 2 | XiGFP mouse fibroblasts, % GFP-positive cells imaging, 3 d; cells co-treated with 5-aza-dC sensitizer; scaled so ellipticine positive control = 100% | activation, % at 7.58 µM | 0.055% of 360,000 active | AID 743238, 2013;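 active = mean normalized replicate activation at least 10% and every replicate at or above 10%; inconclusive = only one of the two criteria met; inactive = mean below 10% and not all replicates reach 10%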;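 note: 0% = median of on-plate neutral control wells and 100% = ellipticine 6 µM median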
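Assay system: SV40-immortalized XiGFP fibroblast cells, line 68-5-11; buffer or medium: DMEM plus 5-aza-dC sensitizer; compound: one concentration, pinned; timing: compounds 3 days, fix/stain 15 min at room temperature; benchmarks: positive control ellipticine, 6 µM final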
* marks the source's active call; other numbers are inactive results; & = joins results of further samples.

COc1ccc(C(=O)NCCS(=O)(=O)N2CCc3ccccc3C2)cc1 was read as ERp5 block 2, CFTR F508del cor 2.1, PAX8 reporter 7, GSIS activator 33, DENV2 CPE -2, EWS-Fli inh -3 and Xi reactivation 0.2.
`COC(=O)Cc1nnn2c1[C@H](C)[C@H](c1ccccc1[N+](=O)[O-])OCC2` gave ERp5 block -1, CFTR F508del cor 2.8, PAX8 reporter 25, DENV2 CPE 13, EWS-Fli inh -19 and Xi reactivation 0.0.
Screening CCOC(=O)C1=C(CC)OC(N)=C(C#N)C1c1ccc(OC)c(C)c1OC (stereo not drawn) returned PAX8 reporter 15, ARNT-TACC3 inh -6, GSIS activator -15 and Xi reactivation 0.0.
For Cc1cccn2c(NC(=O)c3ccccc3F)c(-c3ccccc3)nc12 the results were ERp5 block 2, PAX8 reporter -9, ARNT-TACC3 inh -6, GSIS activator 2, DENV2 CPE -8, EWS-Fli inh -2 and Xi reactivation 0.2.
For CCOC(=O)c1cnc2c(c(C)nn2C)c1Oc1cc(Cl)cc(Cl)c1 the results were ERp5 block 3, CFTR F508del cor 1.6, PAX8 reporter 20, ARNT-TACC3 inh -2, GSIS activator -9, DENV2 CPE -1, EWS-Fli inh 10 and Xi reactivation 0.1.
Screening CNC(=S)N(CCc1cccc(C)c1)Cc1cc2cc(OC)c(OC)cc2[nH]c1=O returned ERp5 block 13, PAX8 reporter 11, ARNT-TACC3 inh 4, GSIS activator -24, DENV2 CPE -4, EWS-Fli inh 12 and Xi reactivation 0.2.
CCc1nc2ccc(C(=O)NCc3ccccc3OC)cn2c1N(CC)CCN(C)C was read as ERp5 block 10, CFTR F508del cor -1.5, PAX8 reporter -3, GSIS activator -21, DENV2 CPE 13, EWS-Fli inh -4 and Xi reactivation 0.1.
O=C(C[C@H]1C=C[C@@H](NS(=O)(=O)c2ccc(F)cc2)[C@H](CO)O1)NCc1ccc(Cl)c(Cl)c1 was read as ERp5 block -3, CFTR F508del cor 1.7, PAX8 reporter 31, GSIS activator 3, DENV2 CPE 8, EWS-Fli inh 3 and Xi reactivation 0.2.
`CC(C)NC(=O)Nc1cccc2c1O[C@H](CN(C)S(C)(=O)=O)[C@H](C)CN([C@H](C)CO)C2=O` gave ERp5 block -2, CFTR F508del cor -0.7, PAX8 reporter -3, ARNT-TACC3 inh -7, GSIS activator 8, DENV2 CPE 11, EWS-Fli inh -8 and Xi reactivation 0.0.
Screening COc1cc(/C=N/NS(=O)(=O)c2ccc3ccccc3c2)ccc1OCCN1CCOCC1 returned PAX8 reporter -8, ARNT-TACC3 inh -9, GSIS activator -12 and Xi reactivation -0.1.
Screening C[C@H]1CN([C@@H](C)CO)C(=O)Cc2cc(NC(=O)Nc3ccc(F)cc3)ccc2O[C@@H]1CN(C)S(=O)(=O)c1cccs1 returned ERp5 block 3, CFTR F508del cor 1.5, PAX8 reporter 8, ARNT-TACC3 inh 5, GSIS activator -6, DENV2 CPE -3, EWS-Fli inh -3 and Xi reactivation -0.1.
COc1ccc(N2C(=O)c3ccccc3NC2c2ccc(OC)c(Cn3cc([N+](=O)[O-])cn3)c2)cc1 (stereo not drawn) was read as ERp5 block 4, CFTR F508del cor 0.8, PAX8 reporter -84, ARNT-TACC3 inh -3, DENV2 CPE -3, EWS-Fli inh -69 and Xi reactivation -0.1.
CC(C)NC(=O)Nc1ccc2c(c1)C(=O)N([C@H](C)CO)C[C@@H](C)[C@H](CN(C)Cc1ccc(C(=O)Nc3ccccc3N)cc1)O2 was read as ERp5 block 0, CFTR F508del cor 1.6, ARNT-TACC3 inh -3, GSIS activator 8, DENV2 CPE -5, EWS-Fli inh 4 and Xi reactivation 0.0.
For NC(=O)c1cc([N+](=O)[O-])ccc1NCc1ccc(F)cc1 the results were ERp5 block 3, CFTR F508del cor -1.4, PAX8 reporter -39, ARNT-TACC3 inh -4, GSIS activator 16, DENV2 CPE -14, EWS-Fli inh -59 and Xi reactivation 0.0.
O=C(C[n+]1ccc2ccccc2c1)c1ccc(NC(=O)c2ccccc2)cc1 was read as PAX8 reporter 19, ARNT-TACC3 inh 4, GSIS activator 3 and Xi reactivation 0.1.
Screening C[C@@H]1CCCCO[C@H](CN(C)Cc2ccccc2)[C@@H](C)CN([C@@H](C)CO)C(=O)c2cc(NC(=O)C3CCCCC3)ccc2O1 returned ERp5 block -1, CFTR F508del cor 2.4, PAX8 reporter 12, ARNT-TACC3 inh 18, GSIS activator -28, DENV2 CPE -10, EWS-Fli inh 13 and Xi reactivation -0.2.
`C[C@H](CO)N1C[C@H](C)[C@H](CN(C)S(C)(=O)=O)OCCCC[C@H](C)Oc2ccc(NS(C)(=O)=O)cc2C1=O` gave CFTR F508del cor 2.0, PAX8 reporter -19, ARNT-TACC3 inh -2, GSIS activator 9, DENV2 CPE -7, EWS-Fli inh -11 and Xi reactivation 0.1.
For CCCc1cc(=O)oc2cc(OC(=O)CN3C(=O)NC4(CCCC4)C3=O)ccc12 the results were ERp5 block -1, CFTR F508del cor -0.2, PAX8 reporter -8, ARNT-TACC3 inh -4, GSIS activator 37, DENV2 CPE 6, EWS-Fli inh 1 and Xi reactivation 0.0.
Screening O=C(O)c1ccc(N2C(=O)CC(N3CCC(c4nc5ccccc5[nH]4)CC3)C2=O)cc1 (stereo not drawn) returned ERp5 block 8, CFTR F508del cor -2.9, PAX8 reporter -5, ARNT-TACC3 inh 0, GSIS activator 14, DENV2 CPE 10, EWS-Fli inh -13 and Xi reactivation 0.0.
`CCOC(=O)N1CCN(Cc2nc(-c3cccs3)no2)CC1` gave ERp5 block 7, CFTR F508del cor 2.9, PAX8 reporter -32, ARNT-TACC3 inh 20, GSIS activator -8, DENV2 CPE inconclusive, EWS-Fli inh -35 and Xi reactivation 0.3.
For COc1ccc2c3c(n(C)c2c1)[C@@H](CO)NCC31CCN(S(=O)(=O)c2cccc(C)c2)CC1 the results were ERp5 block -4, CFTR F508del cor 3.2, GSIS activator -11, DENV2 CPE 39*, EWS-Fli inh 1 and Xi reactivation 0.0.
Screening CCCCn1c(=O)[nH]c(=O)c2c1nc(-c1cc3c(cc1Br)OCO3)n2C returned ERp5 block -2, CFTR F508del cor 4.8, PAX8 reporter -12, ARNT-TACC3 inh -7, GSIS activator 30, EWS-Fli inh -1 and Xi reactivation 0.0.
Screening CN1C(=O)c2cc(NC(=O)c3cnccn3)ccc2OC[C@H]2O[C@@H](CC(=O)NC3CCC3)CC[C@@H]21 returned ERp5 block -2, CFTR F508del cor 1.8, PAX8 reporter 3, ARNT-TACC3 inh 7, GSIS activator -1, DENV2 CPE -2, EWS-Fli inh 8 and Xi reactivation 0.3.
Screening O=C(CCN1CCCCO1)N1CCCC(Nc2cccc(F)c2)C1 (stereo not drawn) returned ERp5 block 1, CFTR F508del cor 1.5, PAX8 reporter 2, ARNT-TACC3 inh -5, GSIS activator -2, DENV2 CPE -3, EWS-Fli inh 5 and Xi reactivation -0.1.
`OC/C(Br)=C(\Br)CO` gave ERp5 block -2, CFTR F508del cor 1.4, GSIS activator -2, DENV2 CPE -9 and EWS-Fli inh 0.
COc1ccc(NC(=O)Nc2ccc3c(c2)CC(=O)N([C@H](C)CO)C[C@@H](C)[C@@H](CN(C)C(=O)Nc2c(C)noc2C)O3)cc1 was read as CFTR F508del cor -8.1, PAX8 reporter 9, DENV2 CPE -1, EWS-Fli inh -3 and Xi reactivation 0.2.
For O=C(NCC[C@H]1CC[C@@H](NC(=O)c2cccnc2)[C@H](CO)O1)Nc1ccc(F)cc1 the results were ERp5 block -8, CFTR F508del cor 3.4, PAX8 reporter -6, ARNT-TACC3 inh 1, GSIS activator 5, DENV2 CPE 21*, EWS-Fli inh -6 and Xi reactivation 0.4&-0.4.
`CC(NC(=O)COC(=O)c1cc(S(=O)(=O)N2CCOCC2)ccc1F)c1ccccc1` (stereo not drawn) gave ERp5 block 4, CFTR F508del cor -1.2, PAX8 reporter 14, ARNT-TACC3 inh -3, GSIS activator 3, DENV2 CPE 12, EWS-Fli inh 14 and Xi reactivation 0.2.
Screening CC(C)N(Cc1ccccc1)C(=S)NC(=O)C1(C)CC1(Cl)Cl (stereo not drawn) returned ERp5 block -3, CFTR F508del cor 3.3, PAX8 reporter 7, ARNT-TACC3 inh -7, GSIS activator -14, DENV2 CPE 5, EWS-Fli inh 12 and Xi reactivation 0.0.
`Cc1cccc(NC(=O)Nc2cnccn2)c1` gave ERp5 block 2, CFTR F508del cor 2.2, PAX8 reporter -2, GSIS activator 21, EWS-Fli inh -25 and Xi reactivation 0.2.
For Cc1onc(-c2ccccc2)c1C(=O)OCC(=O)N1CCC(C)CC1 the results were ERp5 block 1, CFTR F508del cor 1.8, PAX8 reporter -8, GSIS activator -4, DENV2 CPE -10, EWS-Fli inh -2 and Xi reactivation 0.0.
Screening COc1ccc(S(=O)(=O)NC(N)=NCCc2ccccc2OC)cc1 returned ERp5 block -1, CFTR F508del cor -2.2, PAX8 reporter 11, ARNT-TACC3 inh -5, GSIS activator -18, DENV2 CPE -2, EWS-Fli inh 6 and Xi reactivation 0.3.
O=C(/C=C/c1c(F)cccc1Cl)NCc1ccco1 was read as ERp5 block -9, PAX8 reporter -66, ARNT-TACC3 inh -2, GSIS activator -37, DENV2 CPE 3, EWS-Fli inh -33 and Xi reactivation 0.0.
O=C(COc1ccc2ccc(=O)oc2c1)NC1CCCC1 was read as ERp5 block -2, CFTR F508del cor 5.9, GSIS activator 7, DENV2 CPE 0, EWS-Fli inh -15 and Xi reactivation -0.1.
`COc1ccc(Nc2nc3ccc(C)cc3n3cnnc23)cc1Cl` gave ERp5 block 2, CFTR F508del cor -2.4, PAX8 reporter -13, ARNT-TACC3 inh 8, GSIS activator 8, DENV2 CPE 5, EWS-Fli inh 0 and Xi reactivation 0.3.
`CC(=O)N(C)C[C@H]1Oc2cc(/C=C/c3ccccc3)ccc2S(=O)(=O)N([C@@H](C)CO)C[C@H]1C` gave ERp5 block 7, CFTR F508del cor -0.6, ARNT-TACC3 inh 1, GSIS activator -3, DENV2 CPE 13, EWS-Fli inh -11 and Xi reactivation -0.4.
`Cc1ccc(-c2ccc([C@@H]3[C@H]4CN(C(=O)Nc5cccc(F)c5)CC(=O)N4[C@H]3CO)cc2)cc1` gave ERp5 block 2, CFTR F508del cor 3.5, GSIS activator -7, DENV2 CPE -4, EWS-Fli inh -1 and Xi reactivation 0.8.
COC(=O)c1ccc(CNC(=O)C2CCC(=O)N(CCc3ccccc3)C2)cc1 (stereo not drawn) was read as ERp5 block 2, CFTR F508del cor 3.0, PAX8 reporter 1, ARNT-TACC3 inh -4, GSIS activator -2, DENV2 CPE 3, EWS-Fli inh -7 and Xi reactivation -0.1.

An unsorted share of the library; 4.2% or so of the library scored in one or more.
